# DAGLB inh: DAGLB lipase inhibitors, primary screen, biochemical, fluorescence, HTS; Diacylglycerol lipase-beta (Homo sapiens), Q8NCG7; HEK293T DAGLB membrane lysate, EnzChek fluorogenic substrate; inhibition, % at 5.17 µM; 0.059% of 340,000 active; AID 504411, 2011; in the data active = inhibition above about 34%;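 also: 0% = enzyme with vehicle and 100% = wells lacking enzyme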
# HTR5A ag ctr: HTR5A agonists in luminescence cell assay, primary screen, counter-screen for OPRM1-OPRD1 heterodimer agonist project, full-deck HTS. 5-hydroxytryptamine receptor 5A (Homo sapiens), P47898. cell-based. activation, % at 9.3 µM. 0.61% of 340,000 active. AID 504692, 2011; in the data active = activation mostly above about 9.5%, no sharp cut-off; inactive = mostly below about 7.6%;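 also: 0% = cells with vehicle only and 100% = reference agonist; strong numbers were not always called active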
# PKA-R1A activ: activators of PKA-R1A holoenzyme, primary screen, biochemical, fluorescence polarization, Cy5-IP20, bovine R1A, mouse PKAc | activation, % at 11.4 µM | AID 504707, 2011 | 0.083% of 340,000 active | PKA-R1A dissociation; scaled: DMSO 0%, 113 µM cGMP 100% | cAMP-dependent protein kinase type I-alpha regulatory subunit (Bos taurus) + …;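 active = percent activation above the mean of all tested compounds plus 3 SD, cut at about 19% in these data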;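 also: higher means more PKAc released from R1A so a rise in polarization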
# HTR5A inv ctr: HTR5A inverse agonists in luminescence cell assay, primary screen, counter-screen for OPRM1-OPRD1 heterodimer inverse agonist project, full-deck HTS; 5-hydroxytryptamine receptor 5A (Homo sapiens), P47898; HTR5A cell line, inverse agonism; inhibition, % at 9.3 µM; 0.083% of 340,000 active; AID 504634, 2011; in the data active = inhibition mostly above about 23%, no sharp cut-off; inactive = mostly below about 18%;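 also: 0% = cells with DMSO and 100% = no-cell wells with DMSO; some compounds called inactive have numbers as strong as hits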
# Arr AP2 block: inhibitors of beta-arrestin/AP2 binding, primary screen, biochemical, GPCR trafficking, flow cytometry. beta-arrestin 1 C-terminal peptide binding to AP2 beta2-adaptin appendage (human). FITC-arrestin peptide / GST-AP2 beads; AP2 beta2 appendage carries R879A mutation. inhibition, % at 10 µM. 0.31% of 340,000 active;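 active = inhibition above a set limit, near 3 SD of compounds lacking own fluorescence, cut at about 54% in these data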;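 also: plate controls were DMSO wells for no effect and 5 µM unlabelled arrestin peptide for full effect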
#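 System: GST-AP2 R879A glutathione beads | Also added: FITC-arrestin peptide, 50 nM | Times: 12 min plus 1 h, RT | Signal: Bead flow cytometry, FITC channel | Buffer or medium: PBS with 0.05% Tween 20 and 0.1% BSA | Read-out basis: Percent drop in bead-associated FITC signal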
# PKA-R2B activ: activators of PKA-R2B holoenzyme, primary screen, biochemical, fluorescence polarization, Cy5-IP20, human. activation, % at 11.4 µM. 0.079% of 340,000 active. PKA-R2B holoenzyme dissociation; R2B truncated from residue 108, S112A mutant; 0% DMSO only, 100% 113 µM cGMP. AID 504700, 2011;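 active = activation above a cutoff set at the mean over all compounds plus 3 SD, cut at about 18% in these data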;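 also: higher means more holoenzyme dissociation and a rise in polarization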
# DSG3 Ab inh: inhibitors of pemphigus antibody binding to DSG3, primary screen, biochemical, bead-based, flow cytometry, scFv-GFP. Desmoglein-3 (Homo sapiens), P32926. DSG3-coupled beads, scFv-anti-DSG3-GFP binding; stronger effect = lower value. binding (percent of control), % at 10 µM. 0.48% of 310,000 active;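 active = binding more than 3 SD below its plate's average and above zero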;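 also: hits lower antibody fragment binding to DSG3; some compounds called inactive have numbers as strong as hits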
# Target sequence (P32926 whole entry, looked up, the tested form may be a part): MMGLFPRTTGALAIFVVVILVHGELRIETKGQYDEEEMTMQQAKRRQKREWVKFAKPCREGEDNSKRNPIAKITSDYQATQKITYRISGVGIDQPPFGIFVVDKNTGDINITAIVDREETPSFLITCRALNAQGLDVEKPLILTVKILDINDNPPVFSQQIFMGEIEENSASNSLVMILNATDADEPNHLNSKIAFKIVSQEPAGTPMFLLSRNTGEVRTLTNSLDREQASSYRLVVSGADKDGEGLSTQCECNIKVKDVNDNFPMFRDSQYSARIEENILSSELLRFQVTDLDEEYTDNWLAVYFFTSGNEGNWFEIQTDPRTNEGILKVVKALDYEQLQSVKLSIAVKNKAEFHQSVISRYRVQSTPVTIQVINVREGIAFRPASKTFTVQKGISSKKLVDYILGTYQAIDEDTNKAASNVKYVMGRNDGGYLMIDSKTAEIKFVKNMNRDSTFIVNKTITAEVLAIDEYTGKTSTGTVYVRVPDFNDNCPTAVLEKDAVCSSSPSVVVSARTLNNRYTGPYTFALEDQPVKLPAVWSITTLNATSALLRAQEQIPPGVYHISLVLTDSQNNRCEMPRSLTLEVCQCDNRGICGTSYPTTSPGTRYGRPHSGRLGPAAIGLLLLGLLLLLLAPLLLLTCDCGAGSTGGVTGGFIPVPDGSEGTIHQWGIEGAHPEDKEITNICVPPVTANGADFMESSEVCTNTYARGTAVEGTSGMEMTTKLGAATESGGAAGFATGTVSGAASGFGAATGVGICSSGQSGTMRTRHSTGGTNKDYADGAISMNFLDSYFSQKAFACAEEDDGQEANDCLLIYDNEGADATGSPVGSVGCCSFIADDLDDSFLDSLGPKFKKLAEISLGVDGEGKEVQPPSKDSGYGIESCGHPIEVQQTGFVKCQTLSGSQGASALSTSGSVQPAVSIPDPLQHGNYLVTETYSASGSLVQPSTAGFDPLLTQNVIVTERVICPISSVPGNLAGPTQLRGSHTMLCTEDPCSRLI
# MOR-DOR ag: agonists of OPRM1-OPRD1 heterodimerization, primary screen, cell-based, luminescence. cells. activation, % at 9.3 µM. 0.3% of 340,000 active; in the data active = activation above about 18%;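 also: 0% = vehicle-treated cells and 100% = reference agonist; values of inactives mirror those of a sister screen read the other way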
# V-ATPase pHluor: regulators of yeast V-ATPase proton pumping, primary screen, pHLuorin cytosolic pH fluorescence; S. cerevisiae; response, % at 10 µM; 0.37% of 350,000 active; AID 504577, 2011; in the data active = response mostly above about 7.3%, no sharp cut-off; inactive = mostly below about 5.4%; also: actives read high; inactives centre near 0; some compounds called inactive have numbers as strong as hits; reference of the scale not given here
# OPRM1-OPRD1 inv: inverse agonists of MOR-DOR heterodimerization, primary screen, cell-based, luminescence; 0.21% of 340,000 active; cell-based MOR-DOR heterodimer luminescence, inverse agonism; Mu-type opioid receptor (Homo sapiens) + Delta-type opioid receptor (Homo sapiens), …; AID 504357, 2011; inhibition, % at 9.3 µM; in the data active = inhibition above about 22%, passing the limit was not always enough;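 also: 0% = cells with DMSO and 100% = wells without cells with DMSO; values of inactives mirror those of a sister screen read the other way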
# Active calls of the source: *; nt = no result given.
SMILES,DAGLB inh,HTR5A ag ctr,PKA-R1A activ,HTR5A inv ctr,Arr AP2 block,PKA-R2B activ,DSG3 Ab inh,MOR-DOR ag,V-ATPase pHluor,OPRM1-OPRD1 inv
CCOC(=O)C(=O)Nc1ccc(S(=O)(=O)N2CCOCC2)cc1OC,3,-4,-1,13,-6,2,106,-2.3,-1,13
CC1(c2cccc([N+](=O)[O-])c2)CC(C)(C)N(C(=O)c2ccccc2)c2ccccc21 (stereo unspecified),-2,6,-5,12,-4,-3,117,-2.4,3,13
Cc1ccccc1C(=O)N(CC(=O)Nc1sc(C)c(C)c1C(N)=O)C1CCCC1,2,-4,-3,19,-8,-6,103,-1.0,1,6
O=C(CCCCCNC(=O)N1CCn2c1nc1ccccc12)NCc1ccccc1Cl,0,nt,1,nt,-7,-9,nt,nt,1,nt
Oc1c(C(c2ccco2)N2CCN(C(c3ccccc3)c3ccccc3)CC2)sc2ncnn12 (stereo unspecified),1,5,-1,-26,12,-1,102,5.2,6,-31
CCCN(CCC)S(=O)(=O)c1cc(Br)cc2c1N(C(=O)CC)CC2,-2,16,-4,-42,-3,4,nt,-0.7,2,4
COc1ccc(-c2c(C)n([O-])c3c([n+]2=O)CCCCC3)cc1,0,0,-2,-2,3,12,103,-0.8,-2,4
CCc1ccc(C(C(=O)NCc2ccccc2)N(C(=O)c2csnn2)C2CC2)cc1 (stereo unspecified),-1,5,2,-14,4,1,99,2.6,3,-14
CC1=C(C(=O)Nc2ccccc2C(=O)NCCCOC(C)C)SCCO1,-1,-2,0,6,-4,-5,90,-1.8,3,10
O=C(Nc1ccc(-c2nc3cccnc3s2)cc1)C1CCCO1 (stereo unspecified),-3,1,-7,-7,-2,1,100,-1.0,-1,5
CCOC(=O)c1ccc(NC(=O)CSc2nnc(COc3ccccc3OC)n2C)cc1,-3,-2,4,-12,1,-8,nt,-1.7,-1,9
CCn1c(SCC(=O)NC2CC2)nnc1-c1ccccc1OC,0,2,9,-7,-7,-8,113,-1.0,-2,5
CCN(CC)CCN1C(=O)C(O)=C(C(C)=O)C1c1ccccc1[N+](=O)[O-] (stereo unspecified),2,1,-6,11,-5,3,101,-3.0,5,16
c1ccc(-c2noc(C3CCCCC3)n2)nc1,-4,2,-7,-33,-3,-9,93,-1.1,0,7
C[C@@H](NC(=O)c1cc2c([nH]c3ccccc32)c(-c2ccccc2)n1)C(=O)O,4,2,3,-6,-12,13,nt,-1.8,6,8
Cc1ccc(C(=O)Nc2cc([N+](=O)[O-])ccc2C)cc1,2,4,-10,-11,6,-2,106,-0.4,-1,3
Cc1cc(C)c(C#N)c(SCc2c(F)cccc2[N+](=O)[O-])n1,-2,-5,-6,17,22,-9,103,-1.4,0,7
C/C(=N\NC(=O)c1ccn(C)n1)c1ccc(NC(=O)c2cccc(F)c2)cc1,-4,4,2,16,35,-1,nt,-0.8,-3,4
COc1cc(NC(=O)C2CCC(=O)N2S(=O)(=O)c2ccc(C)cc2)cc(OC)c1 (stereo unspecified),1,-3,-2,9,0,-3,102,-0.7,16,4
COc1cc(/C=C/C(=O)O)cc(S(=O)(=O)Nc2ccccc2Cl)c1OC,-1,1,-9,-28,34,2,104,-0.3,-1,2
O=C(CC(C(=O)O)c1cccc(Br)c1)c1ccc(Cl)cc1 (stereo unspecified),0,5,2,-20,0,4,102,-0.1,3,1
CCCc1nc(-c2ccccc2)c(-c2ccc(OC)c(OC)c2)c(=O)[nH]1,-1,4,-8,-14,-6,10,93,-2.7,1,12
O=C(NCCCN=C1NS(=O)(=O)c2ccccc21)c1ccccc1Cl,0,4,-13,-11,7,-9,115,-0.4,-1,3
CCn1c(SC(C)C(=O)Nc2nnc(C)s2)nnc1-c1ccco1 (stereo unspecified),2,7,-10,-20,7,1,nt,0.3,7,-2
CCCCn1c(N)c(N(C)C(=O)C2CCCC2)c(=O)[nH]c1=O,-2,8,-16,-22,-9,14,nt,-3.4,11,14
COc1ccc(N2CCN(CC(O)COc3ccc(F)cc3)CC2)cc1 (stereo unspecified),2,3,-2,-11,-8,13,99,0.3,3,-1
Cc1cccc(C)c1-n1c(C)cc(/C=N/NC(=O)c2ccncc2)c1C,3,2,11,-31,7,-1,106,0.8,7,-4
CCn1c(SCC(=O)Nc2nccs2)nnc1-c1ccccc1,-3,-5,3,-18,3,-4,101,-1.4,4,8
Cc1ccc(CN2C(=O)C(CC(C)C)Nc3ncnc(N4CCN(c5ccccn5)CC4)c32)cc1 (stereo unspecified),3,-5,-9,-7,9,-12,97,-2.5,-5,14
O=C(NCc1ccc(Cl)cc1)C(=O)NCC1OCCCN1S(=O)(=O)c1cccs1 (stereo unspecified),1,-5,-9,13,-2,3,99,-1.2,-1,6
O=C(c1cccc(Br)c1)N1CCN(c2ccc(N3CCOCC3)nn2)CC1,0,6,6,-18,14,1,101,-1.8,-4,12
Cc1cc(N2C(=O)C(O)=C(C(=O)c3ccco3)C2c2ccc([N+](=O)[O-])cc2)no1 (stereo unspecified),3,-2,-2,-3,29,0,nt,-0.6,-4,3
O=C(O)C1CC=CCC1C(=O)N1CC=C(c2ccccc2)CC1 (stereo unspecified),0,6,-14,-17,-20,-4,114,-1.0,0,5
CCn1cc(-c2csc(N)n2)c(C)n1,2,-1,-1,-13,16,-1,122,-1.0,-2,5
CC(=O)Nc1ccc(-c2ccnc(-c3ccc(NC(C)=O)cc3)n2)cc1,-3,2,-9,-4,20,6,94,1.0,6,-5
Nc1nc(Nc2ccccc2F)sc1C(=O)c1ccccc1,3,4,-9,-15,-5,0,86,-2.0,-3,10
O/C(=C\c1nc2ccccc2nc1/C=C(\O)c1ccccc1)c1ccccc1,4,-9,-17,4,17,0,107,-14,5,71*
Cc1c(Cl)cccc1NC(=O)C1CCN(S(C)(=O)=O)CC1,-1,0,8,25,-12,0,108,-2.3,2,11
COc1cc(OC)cc(C(=O)NC(=S)NNC(=O)[C@H]2C[C@@H]2c2ccccc2)c1,1,3,-16,-21,-3,-4,nt,-0.9,3,4
CCOc1ccc(-n2c(SCC(=O)Nc3ccc(C(=O)O)cc3)nc3ccccc3c2=O)cc1,-1,2,-12,-6,4,4,90,-2.6,2,12
CCC(C(=O)NC1CCCC1)N(Cc1ccccc1Cl)C(=O)c1snc(C(N)=O)c1N (stereo unspecified),-3,1,-2,-2,-2,-2,nt,-0.6,6,4
Cc1nc2ccc(S(=O)(=O)N(C)CC(=O)Nc3ccccc3F)cc2s1,-2,3,0,-8,18,-1,99,-0.9,0,5
COc1ccc(-n2c(C)cc(C(=O)CN3CCCCC3)c2C)cc1,1,1,-1,-2,4,-11,100,1.2,1,-6
CCCSc1nc2c(=O)[nH][nH]c(=O)c2n1Cc1ccccc1,0,-1,-5,2,-3,0,105,-0.7,-1,4
COc1cccc(CN(Cc2ccco2)S(=O)(=O)c2ccc(S(=O)(=O)NCc3ccccc3)cc2)c1OC,-3,0,-11,6,3,-10,101,0.3,-3,-2
O=S(=O)(NCCCc1ccccc1)c1ccc(Br)cc1,-20,2,-11,-33,-21,-3,106,2.8,-1,-14
CC1CCN(c2nc(-c3ccco3)c3c(c2C#N)CC(C)(C)OC3)CC1,6,2,-3,-6,-11,-5,98,-0.3,-5,2
O=C(NC1CCCCC1)C(=S)NCCc1ccccc1,-10,3,1,9,-28,1,102,4.4,1,-23

# Gathered by group, those above containing a thiophene ring, fused or not.
SMILES,DAGLB inh,HTR5A ag ctr,PKA-R1A activ,HTR5A inv ctr,Arr AP2 block,PKA-R2B activ,DSG3 Ab inh,MOR-DOR ag,V-ATPase pHluor,OPRM1-OPRD1 inv
Cc1ccccc1C(=O)N(CC(=O)Nc1sc(C)c(C)c1C(N)=O)C1CCCC1,2,-4,-3,19,-8,-6,103,-1.0,1,6
O=C(NCc1ccc(Cl)cc1)C(=O)NCC1OCCCN1S(=O)(=O)c1cccs1 (stereo unspecified),1,-5,-9,13,-2,3,99,-1.2,-1,6

# The list continues.
SMILES,DAGLB inh,HTR5A ag ctr,PKA-R1A activ,HTR5A inv ctr,Arr AP2 block,PKA-R2B activ,DSG3 Ab inh,MOR-DOR ag,V-ATPase pHluor,OPRM1-OPRD1 inv
COc1c(Cl)cc(Cl)cc1CNc1ccc(S(N)(=O)=O)cc1,-6,1,-2,-6,-10,5,96,0.4,-3,-2
O=C1CCn2c1c(O)c1ccccc1c2=O,-4,4,-7,-15,17,-15,95,-3.3,-1,14
Cc1ccc(CN2CC(C(=O)Nc3cccc(C)n3)CC2=O)cc1 (stereo unspecified),1,5,1,-15,3,9,103,-4.2,1,20
CC1=C(C(=O)OC2CCCC2)C(c2ccc(C)o2)C2=C(CC(c3cccs3)CC2=O)N1 (stereo unspecified),-25,0,-3,0,10,-7,101,5.3,2,-28
CCC(OC(C)=O)c1cc2c(cc1[N+](=O)[O-])OCCO2 (stereo unspecified),-2,5,-5,3,23,-17,80,-3.5,-5,22
CCOc1cc(/C=C2\SC(N)=NC2=O)ccc1O,-1,0,0,1,61*,2,110,4.8,4,-24
Cn1c(SCC(=O)NCc2ccco2)nnc1C1CC1,-1,-4,7,-10,2,3,100,-1.9,-1,7
CC(C)=CC(=O)Nc1nnc(-c2cccnc2)s1,0,-1,-3,5,5,-3,104,2.3,1,-13
Cc1ccccc1CNC(=O)CCCC(=O)n1nc(C)c2ccccc21,-10,2,-12,-14,20,-6,nt,-2.1,-1,11
O=C(C1CCN(S(=O)(=O)c2ccc(Cl)cc2)CC1)N1CCC1,0,-3,2,8,-1,-9,98,-0.9,3,4
CC(=O)N(c1ccc(N(C(C)=O)S(=O)(=O)c2ccccc2)cc1)S(=O)(=O)c1ccccc1,-5,13,5,-38,-10,7,111,4.1,9,-33
O=C(NCC1CCCO1)C12CN(Cc3ccccc3)CC1C(c1cccc([N+](=O)[O-])c1)=NO2 (stereo unspecified),2,-4,-12,10,2,-1,98,-1.1,1,6
CCc1noc(C)c1C(=O)Nc1nc(-c2ccccc2)cs1,1,-4,-11,-2,-11,-11,102,1.6,-1,-10
COc1cccc(NC(=O)NCC2CCN(Cc3ccc(F)cc3)CC2)c1,-2,-3,3,10,-1,-11,104,-3.1,-1,14
COc1cccc(C(=O)Nc2cccc(NC(=O)c3ccccc3Cl)c2)c1,1,-1,10,4,40,12,115,-2.3,0,11
CCCCc1ccc(NC(=S)N2CCCC2)cc1,-1,12*,-1,-45,-1,2,120,-2.1,0,12
COc1ccc(NS(=O)(=O)c2cc(C(=O)N3CCC3)ccc2C)cc1,2,5,5,13,-11,6,105,-3.4,1,13

# Source: PubChem BioAssay
